# Cav3 T inh = Cav3.2 calcium influx blockers – cell-based, Fluo-4 calcium fluorescence, FDSS, MLSMR library, primary screen; B-score at 10 µM; 100,000 tested, 4% active; Voltage-dependent T-type calcium channel subunit alpha-1H (Homo sapiens), O95180; Cav3.2-expressing cells; hits give low values;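 active = single-dose well whose peak fluorescence ratio is a statistical outlier from its plate by either plate-standardised score or position-corrected B-score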
# * hit, by the source's call; & = joins results of further samples.
Cav3 T inh,SMILES
0.58,CCOc1ccc2nc(SCC(=O)NC3CCS(=O)(=O)C3)[nH]c2c1 (stereo unspecified)
0.06,COc1ccc(-c2ccc([C@H]3[C@H]4C=CC[C@@H](C)[C@@H]4C(=O)N3Cc3ccccc3)c(F)c2)cc1C
-0.0016,CN(C)c1ccc(C2C3C(=O)N(c4ccc(C(=O)O)cc4)C(=O)C3ON2c2ccccc2)cc1 (stereo unspecified)
0.37,c1ccc2c(c1)CCCN2Cc1nnc2n1CCCCC2
0.27,COc1ccc(C(=O)c2ccc(OC)cc2O)c(O)c1
-0.42,CCC(=O)Nc1nc2ccc(S(C)(=O)=O)cc2s1
0.91,Cn1c(Sc2ccc(C(F)(F)F)cc2[N+](=O)[O-])nnc1-c1ccccc1
0.96,CCOC(=O)CSc1nc2c([nH]c3ccccc32)c(=O)n1C
1.4,N#Cc1ccccc1NC1=CC(=O)CCC1
0.22,CC(C)NC(=O)CSc1nc2ccccc2n1CC(=O)N1CCc2ccccc21
1.3,C=CCNC(=O)CN(c1ccc(OC)cc1OC)S(C)(=O)=O
0.83,COC(=O)[C@@]1(Cc2ccc(OC)cc2)[C@H]2c3cc(C(=O)N4CCCC4)n(CCN4CCNC4=O)c3C[C@H]2CN1C(=O)c1ccccc1
-0.67,CC1CCN(c2oc(-c3ccccc3Cl)nc2C#N)CC1
-0.68,O=C(CN1CC(c2ccccc2)CC1=O)OCc1cccc(Br)c1 (stereo unspecified)
0.043,Cn1nnnc1SCC(=O)N1CCOCC1
1.2,CCOc1cc(/C=C\[N+](=O)[O-])ccc1OCC(=O)Nc1ccccc1C
0.38,O=[n+]1cc(-c2cccc3ccccc23)n([O-])c2c1CCC2
0.22,CC1(c2cc([N+](=O)[O-])cc([N+](=O)[O-])c2)CC(C)(C)N(C(=O)c2ccccc2)c2ccccc21 (stereo unspecified)
0.93,O=C(O)c1cc(S(=O)(=O)N2CCOCC2)c(Sc2ccccn2)cc1Sc1ccccn1
-0.7,CC1CCN(c2nc3c(c(=O)[nH]c(=O)n3C)n2Cc2ccccc2)CC1
0.093,O=C1Nc2cc(Cl)c(Cl)cc2N(O)N1c1ccccc1
-1.9,COc1cccc(CN2C(=O)CN(C3CCCCC3)C(=O)C2c2ccc(F)cc2)c1 (stereo unspecified)
-0.021,Cc1ccc(C(=O)Nc2ccccc2NC(=O)c2ccc(C)o2)o1
-0.12,Cc1nc2ccccc2n1CCC(=O)O
0.36,OC1(c2ccc3c(c2)OCO3)CCN(Cc2ccccn2)CC1
0.3,CC(C)C(=O)Nc1ccc(NC(=O)c2cccc(F)c2)cn1
-2.9,N#CCC1c2ccccc2CCN1C(=O)Nc1ccc(C(F)(F)F)cc1 (stereo unspecified)
-6.5*,CC(NC(=O)CSc1nc2sc3c(c2c(=O)n1-c1ccccc1)CCCC3)c1ccccc1 (stereo unspecified)
-0.49,CCOC(=O)N1CCC(N2C(=O)c3ccccc3C2=O)CC1
0.043,COc1ccccc1-c1ccc(Nc2ccc(C(=O)N3CCOCC3)cc2)nn1

# 7 compounds from above, arranged by molecular weight, falling:
Cav3 T inh,SMILES
0.93,O=C(O)c1cc(S(=O)(=O)N2CCOCC2)c(Sc2ccccn2)cc1Sc1ccccn1
-2.9,N#CCC1c2ccccc2CCN1C(=O)Nc1ccc(C(F)(F)F)cc1 (stereo unspecified)
1.2,CCOc1cc(/C=C\[N+](=O)[O-])ccc1OCC(=O)Nc1ccccc1C
0.36,OC1(c2ccc3c(c2)OCO3)CCN(Cc2ccccn2)CC1
-0.49,CCOC(=O)N1CCC(N2C(=O)c3ccccc3C2=O)CC1
0.3,CC(C)C(=O)Nc1ccc(NC(=O)c2cccc(F)c2)cn1
-0.12,Cc1nc2ccccc2n1CCC(=O)O

# (next part)
Cav3 T inh,SMILES
1.4,O=C(N/N=C/c1ccc(N2CCOCC2)o1)c1cccc(F)c1
0.45,Cc1cc(C(=O)Cn2cncn2)c(C)n1CCc1ccc(F)cc1
0.33,Cc1ccc(-c2ccc(CCC(=O)O)n2NC(=O)c2ccco2)cc1
-2.6,CCC(Sc1nc2ccccc2s1)C(=O)Nc1cc(C)on1 (stereo unspecified)
0.58,CCCCNC(=O)CCCCCn1c(=O)[nH]c2cc(OC)c(OC)cc2c1=O
0.51,COc1ccc(CCNC(=O)CN2CCC(C(N)=O)CC2)cc1
-1.4,ONC(=Nc1ccc(Cl)cc1)c1ccccc1Cl
-1.8,O=C(O)c1c[nH]c2c(C(F)(F)F)cccc2c1=O
-0.84,COC/C=C/C1=CC2=CC(=O)C(C)(OC(=O)c3cnc4ccccc4n3)C(=O)C2=CO1 (stereo unspecified)
-1.9,COc1ccc(-n2c(C)cc(C(=O)Cn3nnc4ccccc4c3=O)c2C)cc1
-0.14,Cc1c(C(=O)NCCn2ccc3ccccc32)cccc1[N+](=O)[O-]
-0.42,CCCC(=O)Nc1nc(C)c(-c2csc(Nc3ccc(Cl)cc3)n2)s1
0.55,COc1ccccc1N1CCN(C(=O)Cc2cccs2)CC1
1.2,COc1ccc(CC(=O)NC(C)c2nnc(SCCOc3ccc(OC)cc3)n2C)cc1 (stereo unspecified)
-0.29,O=C(c1cncc(Br)c1)N1CCCc2ccccc21
-6.2*,Cc1cccc(C)c1NC(=O)CSc1nnc(Cn2nnc(-c3ccccc3)n2)n1-c1ccccc1
-1.9,CCCC(=O)c1cn(CC(=O)OC)c2ccccc12
-1,COc1ccc(/C=N/NC(=O)c2nn(-c3ccc(C)c(C)c3)c(=O)c3ccccc23)cc1
0.092,Cc1cc(C)c(NC(=O)/C=C\C(=O)O)c([N+](=O)[O-])c1
-1.2,O=C(c1ccco1)N1CCN=C1SCc1ccccc1Cl
0.069,COc1ccc(NC(=O)Cn2c(-c3ccccc3)cn(-c3ccc(C)cc3)c2=O)cc1
0.074,O=C(COc1ccc(CO)cc1Cl)Nc1ccc(F)cc1
-9*,CCc1nnc(NC(=O)CSc2nnc(-c3ccccc3O)n2-c2ccc(C)cc2C)s1
-0.79,O=C(COc1ncnc2ccccc12)NCc1ccc2c(c1)OCO2
-0.093,CCNC(=O)CN(CCc1ccccc1)S(C)(=O)=O
0.45,CCC(=O)Nc1cccc(NC(=O)CSc2nnnn2Cc2ccccc2)c1
-7*,Cc1csc(NC(=O)CSc2nc3ccccc3s2)n1
-1.4,COc1ccc(CN(CC(=O)NC2CCCC2)C(=O)c2onc(C(N)=O)c2N)cc1
-3.8,COc1ccc(N2CCN(C(=O)C3CCC(Cn4c(=S)[nH]c5ccccc5c4=O)CC3)CC2)cc1 (stereo unspecified)
0.75,CCCCc1cc(=O)oc2cc(OCC(=O)N(CC)CC)ccc12
0.62,C#CCNC(=O)C1=C[C@@H](C2CC2)[C@H](CCCO)[C@@H](OCC)O1
-0.44,Cc1ccc(Cl)c(OCCCCN(C)Cc2ccccc2)c1
0.77,O=C(CCCC(=O)NCC1CCCO1)NCC1CCCO1 (stereo unspecified)
0.61,COC(=O)c1cc(OC)c(OC)cc1NC(=O)CSc1nnc(-c2cccnc2)n1C
0.098,COC(=O)c1cc2sc(Cl)cc2n1Cc1nc(-c2cccc(C)c2)oc1C
-0.19,CCC(=O)N1CCCc2cc(S(=O)(=O)N3CCN(c4ncccn4)CC3)ccc21
-0.082,Cc1ccc(C)c2[nH]c(=O)c(CCNS(=O)(=O)c3ccccc3)cc12
0.75,CC(C)OCCCNC(=O)CN1CCN(Cc2ccccc2Cl)C1=O
0.27,CC(C)CC(=O)NCCNC(=O)c1cc(OCC(F)(F)F)ccc1OCC(F)(F)F
0.25,O=c1c(-c2ccco2)[n+]([O-])c2ccccc2n1OCc1ccccn1
-2.3,CC1=NN(S(=O)(=O)c2ccc(F)cc2)C(=O)c2ccccc2O1
0.18,COC(=O)C1=C(C)N(CCCC(=O)O)C(=O)NC1c1ccc2c(c1)OCO2 (stereo unspecified)
0.73,O=C(NCCOC(=O)c1cccs1)c1cccnc1
-2.1,O=C(CCCn1c(=S)[nH]c2cc3c(cc2c1=O)OCO3)N1CCc2ccccc2C1
-1.9,CC(C)NC(=O)c1onc(CSc2ccc(F)c(F)c2)c1C(=O)NC(C)C
-0.47,Cc1ccc(NC(=O)COc2nc(C)cs2)cc1
-2.4,CCOC(=O)c1ccc(NS(=O)(=O)c2cc(C)ccc2OC)cc1
-1.6,CCOC(=O)CSc1nc2ccc(N3CCOCC3)cc2c(=O)n1Cc1ccccc1
0.66,Cc1ccc(S(=O)(=O)N2CCN(C(=O)c3ccccc3)CC2)cc1
0.49,O=C(NNc1cccc(Cl)n1)c1ccc(Cl)cc1Cl
2.1,CCCn1c(N2CCN(CC(=O)c3c(C)n(C)c4ccc(OC)cc34)CC2)nc2c1c(=O)[nH]c(=O)n2C
0.28,CCNc1nc(N)nc(Oc2ccc(OCCOc3ccccc3)nn2)n1
-2,O=C(CSc1nnc(-c2ccc(Cl)s2)o1)N1CCCc2ccccc21
-0.62,CC1CCCCC1NC(=O)C1CCN(S(=O)(=O)c2ccc(-n3cnnn3)cc2)CC1 (stereo unspecified)
0.18,COc1cccc(CNC(=O)c2cnc(-c3ccccn3)nc2C(F)(F)F)c1
0.2,COc1ccc2nc(SCC(=O)Nc3c(C)cccc3C)[nH]c2c1
0.99,NS(=O)(=O)c1ccc(NC(=O)C2CCCO2)cc1 (stereo unspecified)
-4.2*,CCOC(=O)c1c(CN2CCC(C)CC2)oc2ccc(OC)cc12
-1.5,CC1=C(C(=O)OCc2ccccc2)C(c2ccccc2OC(F)F)NC(=O)N1 (stereo unspecified)
0.3,COC/C=C/C1=CC2=CC(=O)C(C)(OC(=O)c3cnc4ccccc4n3)C(=O)C2=CN1C(CO)CO (stereo unspecified)

# Later entries:
Cav3 T inh,SMILES
-0.078,CC(=O)c1c(COC(=O)c2ccco2)nc2ccccc2[n+]1[O-]
0.13,CCOC(=O)c1ccc(N2C(=O)C(O)=C(C(C)=O)C2c2ccccn2)cc1 (stereo unspecified)
-2.1,c1ccc(-c2ccccc2-c2nc(-c3ccncc3)no2)cc1
1.1,Cc1ccc(C)c(C(=O)NCCN(C)C)c1
0.17,CC(=O)Nc1cccc(OCC(=O)NC(C)C(C)C)c1 (stereo unspecified)
-0.18,Nc1ccc(Cl)c(NC(=O)c2cccs2)c1
-0.07,Cc1cc(=O)n2[nH]c(-c3ccccc3Cl)cc2n1
0.3,O=C(Cn1c(=O)oc2ccccc21)NC(=O)NCc1ccco1
1.3,CCOc1ccc(-c2nnc(N)s2)cc1
-4,O=C(CSCc1ccccc1)Nc1cccc(C(=O)Nc2ccccc2C(=O)O)c1
-5.8*,Nc1cc(-c2ccccc2)nn1Cc1ccc(Cl)cc1
-0.67,COC(=O)C(CC(C)C)NC(=O)CSc1nc(-c2ccccc2)c(C#N)c(=O)[nH]1 (stereo unspecified)
3.4,CCOc1ccccc1C(=O)NC1CC2CCCC(C1)N2Cc1nnnn1Cc1ccco1 (stereo unspecified)
-0.76,COc1ccc(C(=O)N2CC3(CC(c4cccc(NC(=O)CC(c5ccccc5)c5ccccc5)c4)=NO3)C[C@H]2C(N)=O)cc1 (stereo partly specified)
0.54,COc1ccccc1C(=O)N1CCN(CCc2ccccc2)CC1
1.3,Cc1ccsc1C(=O)OC1CCOC1=O (stereo unspecified)
1.3,O=C(NCCCn1ccnc1)C(=O)NCc1ccccc1
-0.23,CC(C)C(OC(=O)C1CCCO1)C(=O)NC1CCCC1 (stereo unspecified)
1.6,COC(=O)C1=C(C)N(CCCC(=O)O)C(=O)NC1c1ccccc1Cl (stereo unspecified)
-0.63,CC(=O)Nc1ccc(S(=O)(=O)Nc2ccc(N3CCOCC3)c(F)c2)cc1
-0.49,O=S(=O)(c1cccc(-c2csc(-c3ccccc3)n2)c1)N1CCOCC1
-0.86,Cc1ccc(S(=O)(=O)N2CCCC(c3nnc4n3-c3ccccc3SC4)C2)cc1 (stereo unspecified)
-0.68,Cc1ccc(CNc2oc(COc3ccccc3Cl)nc2C#N)cc1
1.2,Cc1ccc(C(=O)Nc2nc(C)c(C)s2)o1
-6.1*,COC(=O)C(Cc1ccccc1)NC(=O)COc1ccc(C(C)(C)C)cc1 (stereo unspecified)
0.31,O=C(NCCc1c[nH]c2ccccc12)c1cnc2sccn2c1=O
0.67,COc1ccc(C2c3c(-c4ccccc4O)n[nH]c3C(=O)N2CCc2ccc(OC)c(OC)c2)cc1 (stereo unspecified)
0.65,O=C(COc1ccc(S(=O)(=O)N2CCOCC2)cc1)Nc1ccc2c(c1)OCCO2
0.12,O=C(COc1cccc(Oc2ccccc2)c1)Nc1ncccn1
-0.74,COc1cc(C(C)=O)ccc1OCC(O)CNCC1(N2CCCCC2)CCCCC1 (stereo unspecified)
2.2,O=c1c2ccccc2nc(CSc2ncnc3nc[nH]c23)n1-c1cccc(C(F)(F)F)c1
0.023,CC1CCc2nc(NC(=O)C3CC3)sc2C1 (stereo unspecified)
0.48,O=S(=O)(Nc1cccnc1)c1cccs1
-3.6,CCOC(=O)Cn1cc(C(=O)c2cccs2)c2ccccc21
-5,O=P(Cc1ccccn1)(c1ccccc1)c1ccccc1
-0.057&0.17,Fc1ccc(SCCc2ccncc2)cc1
0.3,COc1ccc(OC)c(N=CC2=C(O)CC(C)(C)CC2=O)c1
0.51,Cc1ccc(OCCNS(=O)(=O)c2ccc(N3CCCC3=O)cc2)cc1

# Shown as labelled records: part of the list above.
COC(=O)C1=C(C)N(CCCC(=O)O)C(=O)NC1c1ccccc1Cl (stereo unspecified)
  Cav3 T inh: 1.6
CC(=O)Nc1ccc(S(=O)(=O)Nc2ccc(N3CCOCC3)c(F)c2)cc1
  Cav3 T inh: -0.63
O=S(=O)(c1cccc(-c2csc(-c3ccccc3)n2)c1)N1CCOCC1
  Cav3 T inh: -0.49
Cc1ccc(S(=O)(=O)N2CCCC(c3nnc4n3-c3ccccc3SC4)C2)cc1 (stereo unspecified)
  Cav3 T inh: -0.86

# Screening results deposited in PubChem by Vanderbilt High Throughput Screening Facility.

# This is a subset; count on the stated rates, not on these rows.
